Screening data deposited in PubChem by several laboratories.
S1P3 antagonist: S1P3 receptor antagonists, primary screen, cell-based | inhibition, % at 4.98 µM | AID 485, 2006 | CHO S1P3 NFAT-BLA reporter, FRET fluorescence, antagonist mode | 170,000 compounds, 0.27% hits;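 active means inhibition above the plate cutoff, the mean inhibition of test wells on that plate plus 3 SD, cut at about 28% in these data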;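 further: cells challenged with S1P at its EC80 of 0.8 µM; blue over green emission ratio from cleaved BLA substrate after 4 h stimulation; 0% = S1P-stimulated wells and 100% = unstimulated DMSO-only wells; some compounds past the cut are filed as inactive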
PPARg SRC-1 ag: PPARgamma agonists recruiting SRC-1 coactivator, primary screen, biochemical. 200,000 compounds, 0.41% hits. PPARgamma-SRC-1 coactivator recruitment biochemical assay. AID 631, 2007. activation, % at 8 µM. Peroxisome proliferator-activated receptor gamma (Homo sapiens), P37231; in the data active means activation above about 19%;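 further: 0% = DMSO and 100% = reference agonist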
Target sequence (P37231 whole entry, looked up): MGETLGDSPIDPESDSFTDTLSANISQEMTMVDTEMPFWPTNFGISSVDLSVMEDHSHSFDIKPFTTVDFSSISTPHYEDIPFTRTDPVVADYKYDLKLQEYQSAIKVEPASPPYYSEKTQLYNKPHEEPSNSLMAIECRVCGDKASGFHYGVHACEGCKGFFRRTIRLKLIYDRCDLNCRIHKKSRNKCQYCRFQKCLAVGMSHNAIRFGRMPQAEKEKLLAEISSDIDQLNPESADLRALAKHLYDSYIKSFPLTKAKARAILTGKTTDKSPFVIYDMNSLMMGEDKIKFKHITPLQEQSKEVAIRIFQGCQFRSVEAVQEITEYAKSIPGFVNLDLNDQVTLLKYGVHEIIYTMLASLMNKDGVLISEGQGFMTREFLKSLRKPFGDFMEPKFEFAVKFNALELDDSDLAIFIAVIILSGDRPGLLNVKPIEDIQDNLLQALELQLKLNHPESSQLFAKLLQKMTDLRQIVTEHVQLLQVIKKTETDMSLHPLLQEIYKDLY
ROMK primary: ROMK potassium channel modulators, primary screen, cell-based, thallium flux, MLSMR library; B-score at 10 µM; AID 1918, 2009; 130,000 compounds, 2% hits; Tet-inducible ROMK, thallium flux fluorescence; actives lie on both sides;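 active means signal ratio slope over the read window, or its plate-corrected B-score, at least 3 SD from the plate mean, either direction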;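 further: B-score of the F/F0 ratio slope over 7 to 12 s after thallium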
Target sequence (P48048 whole entry, looked up): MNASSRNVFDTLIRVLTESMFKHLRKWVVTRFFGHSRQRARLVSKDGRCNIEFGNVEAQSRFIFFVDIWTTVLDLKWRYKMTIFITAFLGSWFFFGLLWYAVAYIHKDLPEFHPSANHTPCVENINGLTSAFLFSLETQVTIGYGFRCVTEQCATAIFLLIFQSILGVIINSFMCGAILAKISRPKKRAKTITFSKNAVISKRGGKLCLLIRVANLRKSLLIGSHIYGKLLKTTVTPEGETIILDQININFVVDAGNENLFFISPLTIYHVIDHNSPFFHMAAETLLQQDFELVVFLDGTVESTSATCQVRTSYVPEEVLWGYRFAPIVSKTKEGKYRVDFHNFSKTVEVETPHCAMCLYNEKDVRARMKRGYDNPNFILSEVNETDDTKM
TLR4-MyD88 BLA: inhibitors of TLR4-MyD88 association in cells, primary screen, cell-based, HeLa CL3-4, BLA complementation, FRET ratio; Toll-like receptor 4 (Homo sapiens) + Myeloid differentiation primary response protein …; inhibition, % at 8.4 µM; HeLa CL3-4 TLR4/MyD88 BLA complementation; 200,000 compounds, 0.18% hits; in the data active means inhibition above about 25%;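 further: 0% = vehicle and 100% = reference inhibitor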
PPARg SRC2 recr: agonists of PPARg-SRC-2 recruitment, primary screen, biochemical, HTS. Peroxisome proliferator-activated receptor gamma (Homo sapiens), P37231. 200,000 compounds, 0.34% hits. PPARgamma LBD-SRC-2 recruitment. activation, % at 8 µM; in the data active means activation above about 22%;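 further: 0% = vehicle and 100% = reference agonist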
STAT1 inh: STAT1 signaling inhibitors, primary screen, cell-based, HTS, luciferase reporter. NIH 3T3 STAT1-luciferase reporter, IFN-gamma, luminescence. inhibition, % at 5.5 µM. 200,000 compounds, 0.35% hits. AID 920, 2007;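 active means inhibition above a set limit, the mean inhibition across all tested compounds plus 3 SD, cut at about 34% in these data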;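 further: 0% = IFN-gamma with DMSO and 100% = IFN-gamma with 300 µM nifuroxazide; values of inactives mirror those of a sister screen read the other way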
STAT3 inh: IL-6 driven STAT3 reporter inhibitors, primary screen, U3A cells, luciferase, luminescence, MLSCN library. AID 862, 2007. inhibition, % at 5.5 µM. IL-6 STAT3-luciferase reporter; host cell line lacks STAT1. 190,000 compounds, 0.89% hits;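 active means inhibition above the mean inhibition across all screened compounds plus 3 SD, cut at about 44% in these data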;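 further: 0% = DMSO only wells and 100% = 100 µM nifuroxazide control wells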
SRC2 TRFRET art: TR-FRET signal artefacts, primary screen, artefact control for PPARgamma SRC-2 agonist project, biochemical; TR-FRET artefact counter-screen; stronger effect = higher value; TR-FRET ratio at 8 µM; 200,000 compounds, 0.4% hits; in the data active means TR-FRET ratio above about 2000; further: inactives centre near 1500
RAM network inh: inhibitors of the yeast RAM network, primary screen, dse1pr::URA3 reporter, 5-FOA selection; S. cerevisiae dse1pr::URA3 reporter, 5-FOA growth OD615, 2 d; analog-sensitive cbk1-as2 kinase mutant strain; inhibition, % at 50 µM; AID 868, 2007; 190,000 compounds, 1.8% hits;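 active means inhibition above a set limit, 3 SD over mean compound inhibition, cut at about 8.4% in these data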;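 further: 0% = DMSO-only wells with no growth and 100% = 10 µM 1-NA-PP1 full growth; inhibition rescues growth on 5-FOA so higher OD means more RAM inhibition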
PPARg SRC3 recr: PPARgamma agonists recruiting SRC-3 coactivator, primary screen, biochemical; Peroxisome proliferator-activated receptor gamma (Homo sapiens), P37231; biochemical PPARgamma/SRC-3 coactivator recruitment assay; activation, % at 8 µM; 200,000 compounds, 0.26% hits; AID 731, 2007; in the data active means activation above about 23%;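 further: 0% = DMSO and 100% = reference agonist; some compounds past the cut are filed as inactive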
STAT3 act: IL-6 driven STAT3 reporter potentiators, primary screen, U3A cells, luciferase, luminescence, MLSCN library | IL-6 STAT3-luciferase reporter; 100% = signal with IL-6 EC80 alone | activation (% of control), % at 5.6 µM | 190,000 compounds, 0.91% hits | AID 871, 2007;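 active means activation above the screen-wide mean of compound activation plus 3 SD, cut at about 130% in these data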;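 further: 0% = background luminescence of wells with medium and substrate only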
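Material: human U3A cells carrying STAT3-luciferase construct. Measured by: reporter luminescence signal. Timing: compound 1 h, then IL-6 6 h at 37 °C.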
Starred values were filed as active, the others as inactive; nt = not tested or not shown.

nr	SMILES	S1P3 antagonist	PPARg SRC-1 ag	ROMK primary	TLR4-MyD88 BLA	PPARg SRC2 recr	STAT1 inh
1	O=C(NCCCn1ccnc1)c1cc(-c2ccc(Cl)cc2)nc2ccccc12	nt	4	nt	-3	8	-6
2	O=C(COC(=O)c1ccc(Cl)cc1O)NC(=O)C1CCCCC1	-8	7	0.007	-28	-2	3
3	CCOc1ccc(-c2nc(C#N)c(NCc3ccco3)o2)cc1	-3	-4	0.67*	0	-8	7
4	Cc1nn(Cc2ccccc2Cl)c(C)c1NC(=O)CCCn1nc([N+](=O)[O-])c(Cl)c1C	7	-2	-0.053	-17	0	-1
5	O=C1C2C3C=CC(C3)C2C(=O)N1c1cccc(-c2nc3ccccc3o2)c1 (stereo unspecified)	-60	4	-0.5	11	-5	-2
6	CCS(=O)(=O)NCC(c1cccnc1)N1CCN(c2ccc(OC)cc2)CC1 (stereo unspecified)	22	9	0.19	4	8	12
7	COC(=O)CCC(=O)Nc1cccc2c(NC(=O)CCC(=O)OC)cccc12	nt	4	-0.43	-5	11	-3
8	COc1cc(CNCc2cccs2)ccc1OCC(N)=O	nt	2	nt	-2	-5	3
9	Cc1ccc(CN2CCNC(=O)C2CC(=O)NCCCn2ncc3ccccc32)o1 (stereo unspecified)	-2	4	0.055	-5	6	-4
10	CCOc1ccc(C2CC(c3c(O)c4ccccc4oc3=O)=NN2c2ccccc2)cc1OC (stereo unspecified)	-16	-8	-6.6*	9	3	5
11	COc1ccc(-c2csc(N)n2)cc1	7	-1	-0.62	-2	-7	-21
12	Cc1ccc(-n2c(C)nnc2SCC(=O)N2CCc3ccccc3C2)cc1	0	1	nt	2	4	-1
13	Nc1cc(Cl)ccc1N1CCOCC1	-11	2	nt	11	5	1
14	CCOc1ccc(N=Nc2c(=O)[nH]n3c(=O)c4c([nH]c23)CCCC4)cc1	-6	-4	-0.0016	-6	4	-2
15	O=C(Cc1cccs1)N1CCN=C1SCc1ccc(F)cc1	-6	4	-0.52	-9	8	-3

nr	STAT3 inh	SRC2 TRFRET art	RAM network inh	PPARg SRC3 recr	STAT3 act
1	18	1620	0.5	12	90
2	14	1522	3.5	3	96
3	14	1367	1.4	-3	90
4	-6	1593	4.8	-1	103
5	0	1677	0.6	-3	103
6	15	1769	0.5	2	91
7	2	1613	1.1	6	101
8	6	1511	-0.1	-5	96
9	-2	1508	0.9	-2	106
10	14	1533	7.3	7	98
11	-5	1675	1.5	-3	108
12	8	1729	0.4	-5	95
13	8	1519	0.9	17	100
14	-4	1506	2.9	1	104
15	7	1505	0.4	-3	95

nr	SMILES	S1P3 antagonist	PPARg SRC-1 ag	ROMK primary	TLR4-MyD88 BLA	PPARg SRC2 recr	STAT1 inh
16	Cc1cccc(-n2cnc3cc(C(=O)N4CCc5ccccc54)ccc32)c1	-10	4	-0.12	16	4	0
17	CCN(CC)C1CCN(C(=O)c2cc(COc3ccc(F)cc3Cl)on2)C1 (stereo unspecified)	-8	2	nt	-15	6	-25
18	CCOC(=O)C1=C(C)N=C2SC(C)C(=O)N2C1/C=C/c1ccccc1OC (stereo unspecified)	7	2	-3.1	-2	0	6
19	CCOc1cc(/C=N\NC(=O)c2ccc(NC(=O)C(C)(C)C)cc2)ccc1OC(=O)c1ccc(C)cc1	nt	3	nt	-10	11	-2
20	CCOC(=O)CC(NS(=O)(=O)c1ccc(OC)c(C)c1)c1cccc([N+](=O)[O-])c1 (stereo unspecified)	-1	-5	-0.98	-10	-3	2
21	Cc1cc(C)n(S(=O)(=O)c2cc(C)c(C)cc2C)n1	-11	-4	nt	-5	6	-3
22	CCOC(=O)N1CCN(C(=O)c2cc3cc(Br)ccc3oc2=O)CC1	-20	-2	nt	1	5	1
23	C/C(=N\N=C1/NC(=O)C(C)S1)c1ccc([N+](=O)[O-])cc1 (stereo unspecified)	7	6	-0.35	-8	5	8
24	Cc1ccc(S(=O)(=O)N2CCCC2C(=O)NC2CCCCC2)cc1 (stereo unspecified)	-23	1	0.26	-8	0	1
25	Cc1ccccc1CNc1nc(N)n(-c2ccccc2)n1	-4	-3	nt	3	-6	-14
26	CC(C)CC(=O)NC(=S)Nc1nc(-c2ccccc2)cs1	5	3	0.2	-1	0	-7
27	CCn1ncc([N+](=O)[O-])c1C(=O)Nc1c(C)nn(Cc2ccc(F)cc2)c1C	-1	9	nt	-7	2	0
28	CCNNC(=O)C(O)(c1cccc(C)c1)c1cccc(C)c1	5	-1	nt	9	-3	-1
29	Cn1nccc1C(=O)Nc1ccc2c(c1)OCCO2	-15	1	-0.35	-24	6	-20
30	COc1ccc(C(=O)NNC2=NC(C)(C)Cc3ccccc32)cc1	-5	-3	nt	1	1	-4

nr	STAT3 inh	SRC2 TRFRET art	RAM network inh	PPARg SRC3 recr	STAT3 act
16	20	1523	-1.5	4	83
17	12	1493	1.4	0	94
18	0	1307	5.1	-9	103
19	4	1607	3.8	3	103
20	-4	1484	1.7	0	102
21	0	1508	1.4	2	104
22	-5	1696	1.6	13	112
23	7	1537	0.9	0	96
24	9	1553	2.1	-5	98
25	2	1518	-1.0	4	105
26	-51	1632	13*	-3	144*
27	nt	1438	0.4	2	nt
28	1	1747	-1.1	1	99
29	17	1607	0.4	-1	89
30	-8	1388	0.9	1	109

2 entries from above, set out differently:
No.	molecule	S1P3 antagonist	PPARg SRC-1 ag	ROMK primary	TLR4-MyD88 BLA	PPARg SRC2 recr	STAT1 inh	STAT3 inh	SRC2 TRFRET art	RAM network inh	PPARg SRC3 recr	STAT3 act
24	Cc1ccc(S(=O)(=O)N2CCCC2C(=O)NC2CCCCC2)cc1 (stereo unspecified)	-23	1	0.26	-8	0	1	9	1553	2.1	-5	98
25	Cc1ccccc1CNc1nc(N)n(-c2ccccc2)n1	-4	-3	nt	3	-6	-14	2	1518	-1.0	4	105

Additional results.
nr	SMILES	S1P3 antagonist	PPARg SRC-1 ag	ROMK primary	TLR4-MyD88 BLA	PPARg SRC2 recr	STAT1 inh
31	Cc1csc(SCc2nc3scc(-c4ccccc4)c3c(=O)[nH]2)n1	3	7	-0.5	-6	-4	5
32	O=[N+]([O-])c1cc(/C=N/n2c(-c3cccnc3)n[nH]c2=S)ccc1Cl	-18	-5	-0.56	1	-5	-6
33	O=C(CCNC(=O)c1ccccc1Cl)Nc1nc(-c2ccccc2Cl)cs1	0	1	-0.82	-3	3	-8
34	CC(C)CC(C(=O)OCC(=O)c1c(N)n(C)c(=O)n(C)c1=O)N1C(=O)c2ccccc2C1=O (stereo unspecified)	-13	5	0.33	-12	8	-11
35	Cc1n[nH]c(C)c1S(=O)(=O)N1CCCCCC1	nt	-4	-0.23	-2	-8	4
36	Cc1nn(-c2ccccc2)c2c1C(=O)N(Cc1ccccc1)C(=O)C(C)(C)C2	nt	8	nt	5	13	-3
37	O=C(CC(=O)c1ccccc1)Nc1cc(C(F)(F)F)ccc1Cl	-5	-2	0.63	0	-2	-7
38	Nc1cc(=O)[nH]n1C1CCCC1	-2	-2	0.026	-7	-2	6
39	O=C(Nc1n[nH]c(C(F)(F)F)n1)C1CC1	2	-1	0.26	-6	3	3
40	Cc1ccc(S(N)(=O)=O)cc1NC(=O)/C=C/c1cccs1	nt	8	nt	9	8	3
41	C=CCNC(=S)Nc1cccc(N)c1	-26	0	1.2	-17	2	-6
42	COC(=O)Cc1[nH]nc2c1C(C1C=CCCC1)C(C#N)=C(N)O2 (stereo unspecified)	-5	5	-0.45	8	10	2
43	CC(=O)NC1=NN(C(C)=O)C(C)(CS(=O)(=O)c2ccc3ccccc3c2)S1 (stereo unspecified)	nt	-2	1.1	8	-1	5
44	O=c1[nH]ncn1-c1ccc(Br)cc1	0	7	-0.43	-8	5	3
45	CC(C)c1onc(C(=O)NCc2cccs2)c1[N+](=O)[O-]	-2	-4	0.2	-1	-4	8

nr	STAT3 inh	SRC2 TRFRET art	RAM network inh	PPARg SRC3 recr	STAT3 act
31	22	1760	1.3	4	84
32	-4	1429	3.6	1	102
33	7	1567	3.1	5	102
34	-7	1656	1.8	3	106
35	-8	1465	1.8	-6	106
36	-7	1594	1.2	-7	108
37	6	1699	3.9	0	98
38	4	1799	0.1	0	102
39	7	1680	1.6	-3	99
40	12	1650	1.5	-1	97
41	1	1683	2.0	5	107
42	4	1657	-0.7	4	100
43	3	1360	1.5	3	100
44	11	1563	-0.2	2	95
45	12	1407	2.3	0	95

As entered above.
#16 @ TLR4-MyD88 BLA: 16
#25 @ STAT1 inh: -14
#26 @ PPARg SRC-1 ag: 3
#10 @ PPARg SRC2 recr: 3

Continued.
nr	SMILES	S1P3 antagonist	PPARg SRC-1 ag	ROMK primary	TLR4-MyD88 BLA	PPARg SRC2 recr	STAT1 inh
46	COC(=O)CCN(C(=O)c1cc(OC)c(OC)c(OC)c1)c1ccccn1	nt	4	0.48	6	7	-3
47	CCNC(=O)C(C)Sc1ccc(Cl)cc1 (stereo unspecified)	-6	-2	0.67	-6	3	1
48	CCN1CCN(CCCNC(=O)c2csc3c2CCCCC3)CC1	-10	-9	nt	10	-8	-4
49	O=C(CCN1C(=O)S/C(=C\c2cccs2)C1=O)NC1=NCCS1	-4	3	-0.33	-8	12	-8
50	Cc1cccc(CCNC(=O)C2CCCN(S(=O)(=O)c3cccc4nsnc34)C2)c1 (stereo unspecified)	4	0	nt	-17	5	-2
51	CC1=C(C#N)C(NC(=O)C2CCCCC2)(C(F)(F)F)C(=O)N1 (stereo unspecified)	nt	2	nt	9	-4	4
52	Nc1n[nH]c(C2CCCCC2)n1	-22	4	0.13	-2	13	-5

nr	STAT3 inh	SRC2 TRFRET art	RAM network inh	PPARg SRC3 recr	STAT3 act
46	4	1541	-0.5	-5	103
47	5	1446	2.7	11	99
48	0	1619	5.5	6	103
49	-5	1501	2.5	7	104
50	5	1359	3.7	-3	101
51	-3	1400	0.1	9	106
52	13	1689	1.1	7	94
